# Screening data (PubChem BioAssay)
# Tau fluor counter – counter-screen for tau fibril formation inhibitors; tau K18 P301L Alexa594 fluorescence, heparin fibrillization; Potency, µM (series often up to 57.7 µM), without a hit: at the top dose activity change, negative = decrease; 0.93% of 280,000 active; AID 1463; also: nearly all actives have a fitted effect of over 55% in size
#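 Human tau K18 P301L (15 uM unlabeled, 0.24 uM Alexa 594-labeled) in 100 mM sodium acetate pH 7 with 20 uM heparin, 6 hr at 37 C. ThT 30 uM added, 1 hr ambient; Alexa 594 FP and total fluorescence read at 555/632 nm.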
# Tau ThT inhib – tau fibrillization inhibition (ThT binding). P10636. 2.1% of 270,000 active. recombinant tau K18 P301L, heparin-induced fibrillization, ThT fluorescence. Potency, µM (series often up to 57.4 µM), without a hit: at the highest dose activity, negative = inhibition, usual class: inhibitors; also: nearly all actives have a fitted effect of over 55% in size
# Target sequence (P10636 561-689 P618L limits assumed): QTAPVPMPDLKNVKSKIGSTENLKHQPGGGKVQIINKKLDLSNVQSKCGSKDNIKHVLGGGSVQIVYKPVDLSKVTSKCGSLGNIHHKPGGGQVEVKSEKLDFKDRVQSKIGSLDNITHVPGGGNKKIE
#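 Fibril formation assay: tau K18 P301L at 15 uM with trace Alexa 594 label, heparin inducer 20 uM, pH 7 sodium acetate buffer, 37 C for 6 hr; endpoint ThT signal.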
# Tau FP inhib – tau fibrillization inhibition (FP). P10636. K18 P301L tau heparin fibrillization, Alexa594 FP, 6 h. Potency, µM (top dose mostly 57.7 µM), inactives show at the highest dose activity, negative = inhibition, hits mostly inhibitors. 0.39% of 280,000 active. AID 1468; also: nearly all actives have a fitted effect of over 55% in size
#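 Compound effects on tau fibrillization are measured by Alexa 594 fluorescence polarization (ex 555, em 632 nm). K18 P301L tau is used at 15 uM with 0.24 uM labeled tracer, and 20 uM heparin induces aggregation over 6 hr at 37 C.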
# An asterisk follows results filed as active; u = inconclusive. Calls follow the shape of the dose curve; as a rule, active = well fitted curve in the direction sought with a large enough effect; inconclusive = small, poorly fitted or top-dose-only effect, or another doubt; inactive = no such curve, though single readings can be large; an effect the other way counts as inactive or inconclusive. % is scaled to controls: 0 for no effect and ±100 for the full control effect; potency is read from the fitted curve at half-maximal effect.
SMILES,Tau fluor counter,Tau ThT inhib,Tau FP inhib
COc1ccc(OC)c(CCNC(=O)c2ccc3c(c2)c(C)c(C)n3Cc2ccccc2)c1,-11%,-6%,7%
CCOc1ccc(OCC)c(NC(=O)C2CCN(S(=O)(=O)c3c(C)noc3/C=C/c3ccccc3F)CC2)c1,-11%,9%,-2%
Cc1ccc2c(c1)c1c(c(=O)n(Cc3ccccc3)c(=O)n1CC(=O)Nc1ccccc1C)n2C,8%,12%,-1%
COc1cccc(C(=O)Nc2ccc3nc(SCCOc4ccccc4)sc3c2)c1,u,u,u
Cc1ccc(CSC2=Nc3ccccc3C3=NC(CC(=O)NCc4ccc5c(c4)OCO5)C(=O)N23)cc1 (stereo not drawn),-9%,u,9%
CN1CCN(C(CNC(=O)C(=O)Nc2cccc(Cl)c2)c2ccc3c(c2)OCO3)CC1 (stereo not drawn),-4%,-4%,4%
COc1ccc(Cn2ccnc2SCC(=O)NCc2ccccc2)cc1,3%,-4%,12%
CCOC(=O)N1CCC(NC(=O)c2cnn(-c3ccc(F)cc3F)c2C2CCN(C(=O)OC(C)(C)C)CC2)CC1,-8%,-9%,-10%
COc1ccc(C(=O)NCc2ccc3c(c2)CCN3C(=O)c2ccc(Cl)cc2)c(OC)c1,-15%,u,3%
COC(=O)c1ccccc1NC(=O)c1ccc(-c2nc(COc3ccccc3)c(C)o2)cc1,-8%,-5%,-11%
CC1CCN(S(=O)(=O)c2ccc(C(=O)Nc3sc4c(c3C(N)=O)CC(C)(C)NC4(C)C)cc2)CC1,u,4%,0%
COc1ccc(OC)c(CNC(=O)c2ccc3c(c2)c(C)c(C)n3Cc2ccc(Cl)cc2)c1,-14%,2%,8%
O=S(=O)(Nc1ccc(-c2ccc(N3CCCC3)nn2)cc1)c1ccc(Br)cc1,u,-18%,u
Fc1ccc(CNc2ncnc3onc(-c4ccc(F)cc4)c23)cc1,-21%,-2%,-10%
COc1ccc(CNC(=O)c2ccc3c(c2)N(C)C(=O)C2CCCCN32)cc1OC (stereo not drawn),-9%,-3%,8%
COc1cc(C(CC(=O)Nc2ccc(C)c(F)c2)N2Cc3ccccc3C2=O)cc(OC)c1OC (stereo not drawn),12%,12%,-4%
Cc1ccccc1CNC(=O)c1ccc2[nH]c(C)c(C)c2c1,u,u,u
O=C(c1ccc(Cl)cc1)N1CCN(CCc2ccncc2)CC1,-14%,-10%,-10%
Cc1cc(C)c(NC(=O)CCS(=O)(=O)c2cc3c(cc2Cl)NC(=O)CO3)c(C)c1,0%,-4%,-3%
Cc1cn2c(=O)cc(COC(=O)c3ccc(NC(=O)c4ccc(C(C)(C)C)cc4)cc3)nc2s1,-21%,3%,6%
CCc1cccc(C)c1NS(=O)(=O)c1cc2[nH]c(=O)c(=O)[nH]c2cc1C,6%,10%,7%
O=C(c1cnc(N2CCOCC2)c2ccccc12)N1CCN(c2ccccc2F)CC1,-6%,-6%,-11%
CCOc1ccc(OCC)c(NC(=O)c2cnc(SC)nc2-c2ccccc2)c1,-23%,-8%,5%
CCOc1ccc(N(C)C(=O)CS(=O)(=O)c2cccc3nsnc23)cc1,-20%,u,-6%

# As entered above.
# Tau fluor counter result of Fc1ccc(CNc2ncnc3onc(-c4ccc(F)cc4)c23)cc1 is entered as -21%
# Tau ThT inhib result of O=S(=O)(Nc1ccc(-c2ccc(N3CCCC3)nn2)cc1)c1ccc(Br)cc1 is entered as -18%
# Tau fluor counter result of O=C(c1ccc(Cl)cc1)N1CCN(CCc2ccncc2)CC1 is entered as -14%
# Tau FP inhib result of CCOc1ccc(OCC)c(NC(=O)c2cnc(SC)nc2-c2ccccc2)c1 is entered as 5%
# Tau FP inhib result of CCOc1ccc(N(C)C(=O)CS(=O)(=O)c2cccc3nsnc23)cc1 is entered as -6%
# Tau FP inhib result of Cc1cc(C)c(NC(=O)CCS(=O)(=O)c2cc3c(cc2Cl)NC(=O)CO3)c(C)c1 is entered as -3%

# Carrying on.
SMILES,Tau fluor counter,Tau ThT inhib,Tau FP inhib
COc1ccc(-c2nc(Cn3c(SCc4ccc(F)cc4)nc4cccnc43)c(C)o2)cc1,u,u,2%
CCN(C(=O)CSc1ncc2c(n1)-c1cc(Cl)ccc1N(Cc1ccccc1)S2(=O)=O)c1cccc(C)c1,-4%,-6%,2%
O=C(Cn1cc(SCc2ccc(C(F)(F)F)cc2)c2ccccc21)N1CCOCC1,u,-16%,3%
CCc1cccc(NC(=O)Cn2ccn3nc(-c4ccc(OC)c(OC)c4)cc3c2=O)c1,-12%,-3%,u
Cc1ccc(NC(=O)CN2C(=O)COc3ccc(S(=O)(=O)Nc4ccccc4)cc32)c(C)c1,-24%,18%,-8%
COc1ccc(NC(=O)c2cccc(N3CCCS3(=O)=O)c2)c(OC)c1,-6%,1%,2%
Cc1cc(C)cc(-n2cnc3cc(C(=O)NC4CCCCCC4)ccc32)c1,-10%,-15%,9%
CNC(=O)C1CCC(Cn2c(=O)c3sccc3n(CC(=O)N3CCCC(C)C3)c2=O)CC1 (stereo not drawn),5%,-1%,2%
CN1C(=O)Cc2cc(S(=O)(=O)CCC(=O)N3CCN(c4ccccc4F)CC3)ccc21,2%,-12%,-4%
O=C(c1ccc([N+](=O)[O-])cc1)N(Cc1ccco1)c1ccccn1,-3%,-1%,5%
CCOC(=O)C1CCCN(C(=O)c2ccccc2NC(=O)c2nsc3ccccc23)C1 (stereo not drawn),-11%,-4%,0%
COc1ccc(-c2cn3nc(N4CCCC(C(=O)Nc5ccc(C)c(C)c5)C4)sc3n2)cc1 (stereo not drawn),u,u,12%
CN1C(=O)C2(c3ccccc31)N(c1ccccc1)C(=O)CS2(=O)=O (stereo not drawn),-8%,-1%,-6%
COc1ccc(-c2nc3ccccc3s2)cc1NC(=O)c1cccc(F)c1,-17%,0%,u
c1ccc(-c2cn(-c3ccccc3)c3ncnc(N4CCN(c5ccccc5)CC4)c23)cc1,-3%,-8%,-1%
O=S(=O)(NCCc1csc2nc(-c3ccccc3)nn12)c1ccc(Oc2ccccc2)cc1,-15%,5%,u
CCCCN(CC)CCNC(=O)Cn1cc2c(n1)-c1c(oc(C(=O)N3CCCC3)c1C)CC2,-1%,-2%,4%
CCOc1ccc(NC(=O)C2CCCN(S(=O)(=O)c3ccc4[nH]c(=O)ccc4c3)C2)cc1 (stereo not drawn),-8%,-6%,-8%
Cc1ccc(Cl)cc1N1CCN(C(=O)Cn2c(-c3cccs3)cc3cc(F)ccc32)CC1,-8%,-2%,-1%
COc1cc(Nc2nc(SCc3ccccc3Cl)nc3ccccc23)cc(OC)c1,u,u,11µM*
COCCNC(=O)CSc1nc(-c2ccccc2C)nc2c1c(=O)n(C)c(=O)n2C,0%,-1%,-4%
CCOC(=O)N1CCc2c(sc(NCc3sccc3C)c2C(=O)Nc2cc(Cl)ccc2OC)C1,u,u,4%
Fc1ccccc1N1CCN(c2ncnc3c2nc2n3CCCCC2)CC1,0%,-9%,9%
O=C(c1ccc2c(c1)N(Cc1cccc(F)c1)C(=O)c1ccccc1S2)N1CCC2(CC1)OCCO2,-11%,-10%,3%
CC(C)CN(CC(C)C)c1nnc(NC(=O)Nc2cccc(C(F)(F)F)c2)s1,-11%,u,u
CCN(C(=O)c1ccc2c(c1)N(Cc1cccc(Cl)c1)C(=O)c1ccccc1S2=O)c1ccccc1 (stereo not drawn),0%,-7%,8%
CCc1cccc(C)c1NC(=O)c1cc(S(=O)(=O)N2CCOCC2)cn1C,9%,1%,-1%
O=C(Nc1ccc(C(=O)N2CCN(c3cccc(Cl)c3)CC2)cc1)c1nsc2ccccc12,-19%,-16%,-8%
CCc1ccccc1NS(=O)(=O)c1ccc2[nH]cc(C(=O)N(CC)Cc3ccccc3)c(=O)c2c1,-27%,-13%,-5%
CCc1ccc(C(=O)c2cn(CC(=O)Nc3ccc(OC)c(Cl)c3)c3nc(C)ccc3c2=O)cc1,2%,11%,-3%
COc1ccc2oc(-c3ccc(C)c(NC(=O)c4cccnc4)c3)nc2c1,-25%,u,u
CC(=O)Nc1ccc(S(=O)(=O)N2CCC(c3ccncc3)CC2)cc1,-1%,4%,-8%
O=C(CN1C(=O)COc2ccc(S(=O)(=O)Nc3ccccc3)cc21)NCc1ccccc1Cl,u,u,-13%
Cc1ccc(-c2nc(C)c(CCNC(=O)C(=O)Nc3ccc4c(c3)OCCO4)s2)cc1,-9%,u,-3%
CN(C)c1ccc(CNC(=O)CN2C(=O)C3CCCCN3c3ccc(C(=O)N4CCCC4)cc32)cc1 (stereo not drawn),-5%,-9%,-3%
CSc1ccc(CCNC(=O)NCc2noc3ccccc23)cc1,-19%,-3%,-11%
COc1ccc(NC(=O)c2c(NCc3cccs3)sc3c2CCCCC3)cc1,u,u,-11%
CCOC(=O)c1cccc(NC(=O)Cn2cnc3nc4c(cc3c2=O)CCCC4)c1,-13%,3%,3%
Cc1cc2c(n1-c1ccc(C(=O)NCCc3ccccc3)cc1)CCC(C)C2 (stereo not drawn),-19%,u,u
Cc1ccc(-n2ncc(C(=O)NCc3ccccc3)c2C2CCN(C(=O)OC(C)(C)C)CC2)cc1,-16%,-11%,-5%
CCOC(=O)c1ccc2c(c1)N(Cc1cccc(C(F)(F)F)c1)C(=O)c1ccccc1S2(=O)=O,-15%,-2%,u
Cc1cccc(C(=O)Nc2ccc(N3CCC(N4CCCCC4)CC3)c(C(=O)O)c2)c1,-5%,-2%,1%
CCN(Cc1ccccc1)C(=O)Cn1c(=O)n(-c2ccc(Cl)c(Cl)c2)c(=O)c2c(C)c(C(=O)N(C)C)sc21,-15%,-14%,7%
O=c1[nH]c(SCc2c(F)cccc2Cl)nc2c1CCC2,2%,-2%,1%
CCc1cccc(NC(=O)c2c(C)oc3ncnc(N4CCCCC4)c23)c1,2%,0%,6%
Cc1ccccc1NC(=O)CSc1nc2nccnc2c(=O)n1CCc1c[nH]c2ccccc12,-9%,-15%,-14%
CCOC(=O)c1ccc2c(c1)N(Cc1ccc(F)cc1Cl)C(=O)c1ccccc1S2,-8%,3%,-3%
COc1ccc(NC(=O)c2cc3cc(C)ccc3n2C)cc1,7%,-5%,3%

# Tau FP inhib: hit marks shown above.
Molecule | Tau ThT inhib | Tau FP inhib
COc1cc(Nc2nc(SCc3ccccc3Cl)nc3ccccc23)cc(OC)c1 | u | 11µM*

# Next compounds follow:
SMILES,Tau fluor counter,Tau ThT inhib,Tau FP inhib
Cc1c(-c2nc(-c3ccccc3)no2)nnn1-c1ccc(F)c(Cl)c1,-26%,u,-5%
Cc1ccc(N2CCN(C(=O)c3c(C)oc4ncn(CC(C)C)c(=O)c34)CC2)c(C)c1,5%,4%,5%
COc1ccc(CNc2oc(-c3ccc(COc4ccccc4C)o3)nc2C#N)cc1,u,4%,16%
COc1ccc(NC(=O)C2CCCN(c3ncnc4onc(C)c34)C2)cc1OC (stereo not drawn),-3%,-3%,5%
Cc1ccc(-n2c(=O)c3c(c4cc(C)ccc4n3C)n(CC(=O)NCc3ccccc3)c2=O)cc1,10%,10%,-4%
COc1ccc(C(=O)CCC(=O)Nc2ccc(OC)c(Cl)c2)cc1,-25%,u,13%
CCOC(=O)C1CCC(CN(Cc2ccccc2)S(=O)(=O)c2ccc(Cl)cc2)CC1 (stereo not drawn),-11%,-11%,-6%
Cc1cccc(N2CCN(C(=O)CN3C(=O)CSc4c3c(C)nn4-c3ccccc3)CC2)c1C,5%,2%,-6%
O=C(CSc1nc(=O)[nH]c2c1CCC2)NCc1ccccc1,-1%,4%,-7%
Cc1ccc(CN(C(=O)c2ccccc2F)c2ccccn2)o1,-8%,-14%,-4%
Cc1cc(C)cc(NC(=O)Cn2c(=O)n(Cc3ccc4c(c3)OCO4)c(=O)c3oc4ccccc4c32)c1,-19%,17%,u
Cc1ccc(N(Cc2cccs2)C(=O)c2ccccc2[N+](=O)[O-])cc1,-16%,-1%,9%
CCOc1ccccc1CNC(=O)c1ccc2c(c1)sc1nc(-c3cccc(OC)c3)cn12,4%,2%,-4%
COc1cc(NC(=O)CN2C(=O)c3ccccc3Sc3ccc(C(=O)N4CCCC4)cc32)cc(OC)c1,-17%,-12%,-1%
CCC(Sc1nc2c(sc3ccccc32)c(=O)n1CCc1ccccc1)C(=O)N(CC)CC (stereo not drawn),-6%,-2%,0%
CC(=O)Nc1ccccc1-c1nc2ccccc2n(CC(=O)Nc2cccc(C(F)(F)F)c2)c1=O,9%,u,u
Cc1ccc(CCNC(=O)c2ccc3c(c2)N(Cc2cccc(Cl)c2)C(=O)c2ccccc2S3(=O)=O)cc1,-12%,11%,u
CCC(Oc1ccccc1-c1nnc(-c2ccccc2)o1)C(=O)Nc1ccc(C(C)=O)cc1 (stereo not drawn),-15%,-1%,-7%

# Compound profiles, as listed above.
# Cc1ccc(CCNC(=O)c2ccc3c(c2)N(Cc2cccc(Cl)c2)C(=O)c2ccccc2S3(=O)=O)cc1 as listed: Tau fluor counter: -12%; Tau ThT inhib: 11%; Tau FP inhib: u
# CCC(Oc1ccccc1-c1nnc(-c2ccccc2)o1)C(=O)Nc1ccc(C(C)=O)cc1 (stereo not drawn) as listed: Tau fluor counter: -15%; Tau ThT inhib: -1%; Tau FP inhib: -7%

# Some of the compounds tested (hit frequency here may not be typical).
